ABHD5 PLIN5 PPI: ABHD5-PLIN5 protein interaction inhibition | Q00G26+Q8WTS1 | Split G. princeps luciferase complementation, luminescence, 4 h | inhibition, % at 4 µM | actives 0.78% (n = 360,000);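 active means inhibition above the mean inhibition across every tested compound plus 3 SD, cut at about 22% in these data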;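 further: 0% = DMSO only wells and the 100% control is not disclosed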
Target sequence (Q00G26 whole entry, looked up): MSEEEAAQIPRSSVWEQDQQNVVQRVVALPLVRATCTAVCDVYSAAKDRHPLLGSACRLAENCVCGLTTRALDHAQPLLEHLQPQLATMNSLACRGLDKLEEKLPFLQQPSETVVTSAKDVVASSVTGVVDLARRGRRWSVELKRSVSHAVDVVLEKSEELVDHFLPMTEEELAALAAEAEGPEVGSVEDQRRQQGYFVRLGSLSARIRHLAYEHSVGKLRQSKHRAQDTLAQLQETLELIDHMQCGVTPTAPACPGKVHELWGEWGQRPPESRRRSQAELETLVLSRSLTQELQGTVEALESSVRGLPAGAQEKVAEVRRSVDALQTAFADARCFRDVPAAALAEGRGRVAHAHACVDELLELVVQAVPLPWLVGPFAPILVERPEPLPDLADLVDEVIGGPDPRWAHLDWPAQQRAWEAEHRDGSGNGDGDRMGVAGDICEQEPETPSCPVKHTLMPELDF
Target sequence (Q8WTS1 whole entry, looked up): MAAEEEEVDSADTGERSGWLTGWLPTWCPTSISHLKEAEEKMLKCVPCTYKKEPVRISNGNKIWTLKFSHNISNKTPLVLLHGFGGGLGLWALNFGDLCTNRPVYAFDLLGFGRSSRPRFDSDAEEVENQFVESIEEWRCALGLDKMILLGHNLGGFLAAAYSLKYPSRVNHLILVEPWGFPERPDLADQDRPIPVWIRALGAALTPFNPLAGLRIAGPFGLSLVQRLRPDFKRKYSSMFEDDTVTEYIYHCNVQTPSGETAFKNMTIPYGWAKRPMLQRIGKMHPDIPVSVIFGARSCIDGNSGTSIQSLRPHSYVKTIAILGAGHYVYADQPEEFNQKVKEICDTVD
Granule exo inh: lytic granule exocytosis inhibition; TALL-104 LAMP-1 surface exposure, flow cytometry; cells stimulated with thapsigargin and PMA; inhibition, % at 10 µM; actives 0.66% (n = 360,000); AID 651702;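 active means inhibition above about 55%, limit read from the data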
aDG glyco up: alpha-DG glycosylation activation. Pro5-aDG cells, alpha-DG glycosylation AlphaScreen (IIH6); 0% Pro5, 100% B10-LARGE cell signal. activation, % at 10 µM. actives 0.22% (n = 360,000);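 active means activation of at least 8% versus controls, or a plate z-score of at least 8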;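 further: Pro5 are CHO cells carrying HIG-tagged alpha-DG that lacks glycosylation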
Vif imaging: HIV Vif inhibition | HEK293T cells, Vif self-association by quenched fluorescence, imaging, 24 h | inhibition, % at 7.49 µM | actives 0.35% (n = 340,000) | AID 602346; in the data active means inhibition above about 50%, passing the limit was not always enough; further: some results filed as inactive read as strong as hits
MC4R antag cAMP: antagonists of human melanocortin 4 receptor (MC4R) | MC4R-expressing cells, MTII-stimulated cAMP, LANCE TR-FRET | inhibition, % at 6.5 µM | actives 0.48% (n = 360,000);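 active means inhibition above its plate's cutoff, the mean of tested wells on that plate plus 3 SD, cut at about 29% in these data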;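 further: 0% = Melanotan II alone and 100% = Melanotan II plus saturating MCL0020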
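Material – human MC4R-expressing U2OS cells · Repeats – no replicates · Detection – TR-FRET with Eu-cAMP and labeled anti-cAMP, 671 nm · Times – compound 30 min, challenge 1 h, detection 1 h · Compound – single nominal compound dose of 6.5 µM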
Glyco luc inh: blocks N-linked glycosylation in D54 reporter cells; D54 ERlucT glycosylation luciferase reporter, 24 h; percent of 100 nM tunicamycin response; reporter increase, % at 12.5 µM; actives 0.23% (n = 360,000); AID 588692;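 active means mean luciferase reporter signal, scaled so untreated is 0 and the glycosylation-blocking control 100, at or above a set limit in every replicate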;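 further: luciferase carries N-glycosylation sites so blocking glycosylation raises the light; 0% = median of neutral control wells and 100% = median of 100 nM tunicamycin wells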
MC4R ag barr: human MC4R agonism via beta-arrestin. U2OS MC4R beta-arrestin complementation, luminescence; percent of melanotan II response, DMSO zero. activation, % at 8.9 µM. actives 0.98% (n = 360,000);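 active means activation above a per-plate cutoff, the mean activation of sample wells on that plate plus 3 SD, cut at about 8% in these data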
ABCB6 inh MLPCN: human ABCB6 transporter inhibition; actives 0.19% (n = 360,000); fluorescence ratio to DMSO, % at 10 µM; K562-ABCB6 porphyrin accumulation, flow cytometry, 1 h; active compounds read low; Q9NP58;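 active means fluorescence ratio to DMSO below 75%, the collection mean minus 3 SD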;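 further: signal is porphyrin accumulated inside mitochondria; 100% equals median channel fluorescence of DMSO control wells; lower ratio means ABCB6 inhibition with less porphyrin fluorescence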
TLR9-MyD88 block: inhibitors of human TLR9-MyD88 binding. Q9NR96+Q99836. CHO BLA complementation TLR9-MyD88, CCF4 FRET ratio. inhibition, % at 4.98 µM. actives 0.21% (n = 340,000);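 active means inhibition above the mean over all tested compounds plus 3 SD, cut at about 21% in these data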;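 further: 0% = DMSO only wells and 100% = clavulanate BLA inhibitor control wells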
NOD2-RIPK2 inh: NOD2-RIPK2 protein interaction inhibition; inhibition, % at 4.98 µM; CHO BLA complementation NOD2-RIPK2, CCF4 ratio; actives 0.38% (n = 360,000); in the data active means inhibition above about 21%;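 further: 0% = vehicle only and 100% = reference blocker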
* = called active by the depositor. This is a subset; rates above refer to the full screens.

C/C(=N\NC(=O)c1cccc([N+](=O)[O-])c1)c1cccnc1 was read as ABHD5 PLIN5 PPI 2, Granule exo inh -1, aDG glyco up 0.1, Vif imaging -3, MC4R antag cAMP -1, Glyco luc inh 0, MC4R ag barr -0.7, ABCB6 inh MLPCN 96, TLR9-MyD88 block -8 and NOD2-RIPK2 inh -6.
`CC1(c2cccc(Br)c2)NC(=O)N(CC(=O)N2CCN(C(=O)c3ccco3)CC2)C1=O` (stereo not given) gave ABHD5 PLIN5 PPI 0, Granule exo inh 0, aDG glyco up 0.7, Vif imaging -6, MC4R antag cAMP -4, Glyco luc inh 0, MC4R ag barr -4.0, ABCB6 inh MLPCN 95, TLR9-MyD88 block 8 and NOD2-RIPK2 inh -13.
`S=C1NC(c2ccccc2)=NCN1c1ccccc1` gave ABHD5 PLIN5 PPI 1, Granule exo inh -3, aDG glyco up -0.1, Vif imaging 7, MC4R antag cAMP 12, Glyco luc inh 1, MC4R ag barr -0.9, ABCB6 inh MLPCN 97, TLR9-MyD88 block 4 and NOD2-RIPK2 inh 4.
C#CCOCCOCCOCCNc1nc(N2CCN(C(=O)[C@H](C(C)C)n3cc(CCO)nn3)CC2)nc(N2CCN(C(=O)[C@H](C)n3cc(CCCN=C(N)N)nn3)CC2)n1 was read as ABHD5 PLIN5 PPI 7, Granule exo inh 4, aDG glyco up 0.2, Vif imaging -2, MC4R antag cAMP -3, Glyco luc inh 3, MC4R ag barr -1.2, ABCB6 inh MLPCN 97, TLR9-MyD88 block 10 and NOD2-RIPK2 inh -12.
COC(=O)C[C@H]1C[C@H]2c3cc(NS(=O)(=O)c4ccc(OC)cc4)ccc3O[C@H]2[C@H](CO)O1 was read as ABHD5 PLIN5 PPI -1, Granule exo inh 14, aDG glyco up 0.1, Vif imaging -1, MC4R antag cAMP 8, Glyco luc inh 1, MC4R ag barr 1.5, ABCB6 inh MLPCN 96, TLR9-MyD88 block 6 and NOD2-RIPK2 inh 4.
COc1cccc(OCC(=O)N2CCCc3ccccc32)c1 was read as ABHD5 PLIN5 PPI -6, Granule exo inh -6, aDG glyco up -0.2, Vif imaging 0, MC4R antag cAMP -1, Glyco luc inh -2, MC4R ag barr 0.3, ABCB6 inh MLPCN 102, TLR9-MyD88 block -8 and NOD2-RIPK2 inh -7.
`COc1cc(OC)c2c3c(c(C4CCCCC4)nc2c1)CCC3` gave ABHD5 PLIN5 PPI -10, Granule exo inh 7, aDG glyco up -0.2, Vif imaging 3, MC4R antag cAMP 4, Glyco luc inh 2, MC4R ag barr -2.3, ABCB6 inh MLPCN 97, TLR9-MyD88 block -7 and NOD2-RIPK2 inh -13.
Screening COc1ccc(NC(=O)N[C@@H](CCSC)C(=O)O)cc1Cl returned ABHD5 PLIN5 PPI 2, Granule exo inh 3, aDG glyco up -0.2, Vif imaging -9, MC4R antag cAMP 16, Glyco luc inh 1, MC4R ag barr 1.4, ABCB6 inh MLPCN 102, TLR9-MyD88 block 3 and NOD2-RIPK2 inh -5.
Screening CN(C)S(=O)(=O)Oc1cccc(C(=O)Nc2ccc(Cl)c(Cl)c2)c1 returned ABHD5 PLIN5 PPI -1, Granule exo inh 0, aDG glyco up 4.1, Vif imaging -17, MC4R antag cAMP 4, Glyco luc inh -13, MC4R ag barr 0.1, ABCB6 inh MLPCN 92, TLR9-MyD88 block -2 and NOD2-RIPK2 inh -6.
For C=CCNCC(=O)Nc1sc2c(c1C(=O)Nc1ccc(OC)cc1OC)CCC2 the results were ABHD5 PLIN5 PPI -5, Granule exo inh 30, aDG glyco up 0.1, Vif imaging 2, MC4R antag cAMP 4, Glyco luc inh 1, MC4R ag barr 0.9, ABCB6 inh MLPCN 102, TLR9-MyD88 block 4 and NOD2-RIPK2 inh 0.

Of the compounds above, these have a Cl atom:
Screening COc1ccc(NC(=O)N[C@@H](CCSC)C(=O)O)cc1Cl returned ABHD5 PLIN5 PPI 2, Granule exo inh 3, aDG glyco up -0.2, Vif imaging -9, MC4R antag cAMP 16, Glyco luc inh 1, MC4R ag barr 1.4, ABCB6 inh MLPCN 102, TLR9-MyD88 block 3 and NOD2-RIPK2 inh -5.
Screening CN(C)S(=O)(=O)Oc1cccc(C(=O)Nc2ccc(Cl)c(Cl)c2)c1 returned ABHD5 PLIN5 PPI -1, Granule exo inh 0, aDG glyco up 4.1, Vif imaging -17, MC4R antag cAMP 4, Glyco luc inh -13, MC4R ag barr 0.1, ABCB6 inh MLPCN 92, TLR9-MyD88 block -2 and NOD2-RIPK2 inh -6.

Following part
For COc1cccc2sc(N(CCCN(C)C)C(=O)C(c3ccccc3)c3ccccc3)nc12 the results were ABHD5 PLIN5 PPI 43*, Granule exo inh 45, aDG glyco up -0.3, Vif imaging -13, MC4R antag cAMP -1, Glyco luc inh -6, MC4R ag barr 11*, ABCB6 inh MLPCN 97, TLR9-MyD88 block -3 and NOD2-RIPK2 inh 10.
For COc1ccc(Cl)cc1C(=O)NNC(=O)c1nn(C)c(=O)c2ccccc12 the results were ABHD5 PLIN5 PPI -9, Granule exo inh 1, aDG glyco up 0.4, Vif imaging -1, MC4R antag cAMP -1, Glyco luc inh 6, MC4R ag barr -3.7, ABCB6 inh MLPCN 95, TLR9-MyD88 block -5 and NOD2-RIPK2 inh 7.
`COc1ccc(CCN2C(=O)CC(Cc3ccc(C)cc3)C2=O)cc1OC` (stereo not given) gave ABHD5 PLIN5 PPI -5, Granule exo inh 22, aDG glyco up 0.1, Vif imaging 10, MC4R antag cAMP 2, Glyco luc inh -1, MC4R ag barr -2.5, ABCB6 inh MLPCN 97, TLR9-MyD88 block -4 and NOD2-RIPK2 inh -14.
N#Cc1ccc(C(C(=O)NC2CCCCC2)n2c(=O)c(-c3ccccc3)nc3ccccc32)cc1 (stereo not given) was read as ABHD5 PLIN5 PPI 2, Granule exo inh -7, aDG glyco up -0.2 and NOD2-RIPK2 inh -5.
For Cc1ccc(S(=O)(=O)N2CCCC2)cc1C(=O)NCC(C)(C)N1CCOCC1 the results were ABHD5 PLIN5 PPI 7, Granule exo inh 1, aDG glyco up 0.0, Vif imaging 4, MC4R antag cAMP 12, Glyco luc inh 2, MC4R ag barr 0.8, ABCB6 inh MLPCN 97, TLR9-MyD88 block -14 and NOD2-RIPK2 inh -3.
Cn1ccnc1SCc1cn2ccccc2n1 was read as ABHD5 PLIN5 PPI -9, Granule exo inh 4, aDG glyco up -0.4, Vif imaging 16, MC4R antag cAMP 1, Glyco luc inh -7, MC4R ag barr 1.0, ABCB6 inh MLPCN 99, TLR9-MyD88 block -6 and NOD2-RIPK2 inh -2.
Screening COc1ccc(S(=O)Cc2ccc(C(=O)NCc3cccc(OC)c3)o2)cc1 (stereo not given) returned ABHD5 PLIN5 PPI -7, Granule exo inh 0, aDG glyco up 0.0, Vif imaging -6, MC4R antag cAMP -1, Glyco luc inh -1, MC4R ag barr -3.1, ABCB6 inh MLPCN 102, TLR9-MyD88 block -4 and NOD2-RIPK2 inh -5.
For O=C(Nc1cccc(S(=O)(=O)N2CCCCC2)c1)c1ccc2ccccc2n1 the results were ABHD5 PLIN5 PPI 1, Granule exo inh -4, aDG glyco up 0.1, Vif imaging -15, MC4R antag cAMP -4, Glyco luc inh -5, MC4R ag barr -0.3, ABCB6 inh MLPCN 90, TLR9-MyD88 block 1 and NOD2-RIPK2 inh 1.
Screening COc1ccccc1OCC(=O)O/N=C(\N)c1ccccn1 returned ABHD5 PLIN5 PPI -2, Granule exo inh -1, aDG glyco up 0.1, Vif imaging 11, MC4R antag cAMP 8, Glyco luc inh -9, MC4R ag barr 0.6, ABCB6 inh MLPCN 99, TLR9-MyD88 block 7 and NOD2-RIPK2 inh 4.
For C/C=C(/C)C(=O)Nc1cccc(C2=NOC3(C2)C[C@@H](C(N)=O)N(C(=O)c2ccc(OC)cc2)C3)c1 (stereo not given in full) the results were ABHD5 PLIN5 PPI -2, Granule exo inh -1, aDG glyco up 0.0, Vif imaging 2, MC4R antag cAMP -3, Glyco luc inh 1, MC4R ag barr -1.7, ABCB6 inh MLPCN 92, TLR9-MyD88 block 11 and NOD2-RIPK2 inh 4.
C[C@@H]1CN([C@H](C)CO)C(=O)CCCn2nncc2CO[C@H]1CN(C)S(=O)(=O)c1ccc(-n2cccn2)cc1 was read as ABHD5 PLIN5 PPI -1, Granule exo inh 0, aDG glyco up 0.2, Vif imaging -6, MC4R antag cAMP 8, Glyco luc inh -1, MC4R ag barr 1.1, ABCB6 inh MLPCN 99, TLR9-MyD88 block -7 and NOD2-RIPK2 inh 2.
`COc1cc2c(cc1OC)C(COc1ccc(F)cc1)N(C(C)=O)CC2` (stereo not given) gave ABHD5 PLIN5 PPI -1, Granule exo inh 3, aDG glyco up 0.4, Vif imaging -7, MC4R antag cAMP 17, Glyco luc inh 0, MC4R ag barr 0.9, ABCB6 inh MLPCN 100, TLR9-MyD88 block -5 and NOD2-RIPK2 inh -11.
O=C(N/N=C/c1c[nH]c2ccccc12)c1cc(Br)ccc1O was read as ABHD5 PLIN5 PPI 4, Granule exo inh -4, aDG glyco up -0.2, Vif imaging 4, MC4R antag cAMP -2, Glyco luc inh 1, MC4R ag barr -1.3, ABCB6 inh MLPCN 99, TLR9-MyD88 block 0 and NOD2-RIPK2 inh -6.
`CCCn1c(=N)c(S(=O)(=O)c2ccccc2)cc2c(=O)n3cccc(C)c3nc21` gave ABHD5 PLIN5 PPI -1, Granule exo inh 11, aDG glyco up 0.1, Vif imaging -7, MC4R antag cAMP 2, Glyco luc inh 4, MC4R ag barr 0.5, ABCB6 inh MLPCN 98, TLR9-MyD88 block 7 and NOD2-RIPK2 inh -4.
`CC(C)CNC(=O)c1cccc(NC(=O)CSc2ccc(Cl)cc2)c1` gave ABHD5 PLIN5 PPI 1, Granule exo inh -1, aDG glyco up -0.2, Vif imaging 4, MC4R antag cAMP -8, Glyco luc inh -2, MC4R ag barr -3.3, ABCB6 inh MLPCN 91, TLR9-MyD88 block 6 and NOD2-RIPK2 inh 5.
Screening N#Cc1c(C#N)c(SSc2c(C#N)c(C#N)c(N)n2-c2ccccc2)n(-c2ccccc2)c1N returned ABHD5 PLIN5 PPI -6, Granule exo inh 96*, aDG glyco up 0.7, Vif imaging 17, MC4R antag cAMP 7, Glyco luc inh 8, MC4R ag barr -0.2, ABCB6 inh MLPCN 98, TLR9-MyD88 block 0 and NOD2-RIPK2 inh -27.
`CC(C)(C)c1ccc(C(=O)Nc2ccc([N+](=O)[O-])cn2)cc1` gave ABHD5 PLIN5 PPI -12, Granule exo inh -3, aDG glyco up -0.1, Vif imaging 1, MC4R antag cAMP 8, Glyco luc inh -6, MC4R ag barr -2.4, ABCB6 inh MLPCN 101, TLR9-MyD88 block -16 and NOD2-RIPK2 inh 1.

Retrieved by compound from the list above, 2 records:
Screening N#Cc1c(C#N)c(SSc2c(C#N)c(C#N)c(N)n2-c2ccccc2)n(-c2ccccc2)c1N returned ABHD5 PLIN5 PPI -6, Granule exo inh 96*, aDG glyco up 0.7, Vif imaging 17, MC4R antag cAMP 7, Glyco luc inh 8, MC4R ag barr -0.2, ABCB6 inh MLPCN 98, TLR9-MyD88 block 0 and NOD2-RIPK2 inh -27.
`CC(C)(C)c1ccc(C(=O)Nc2ccc([N+](=O)[O-])cn2)cc1` gave ABHD5 PLIN5 PPI -12, Granule exo inh -3, aDG glyco up -0.1, Vif imaging 1, MC4R antag cAMP 8, Glyco luc inh -6, MC4R ag barr -2.4, ABCB6 inh MLPCN 101, TLR9-MyD88 block -16 and NOD2-RIPK2 inh 1.

Compound activity from PubChem.
